Bioassay records deposited in PubChem by Broad Institute.
E-sel inducer: E-selectin induction in HUVECs, primary screen, imaging, HUVEC, immunofluorescence imaging, single point; normalized: neutral wells 0, TNF-alpha wells 100; activation, % at 7.58 µM; 260,000 tested, 0.37% active; P16581;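 active means mean E-selectin-positive cell signal at least 10% of the positive control, reached in at least 60% of replicates, without over 20% cell loss; inconclusive means no rule given, readout overlaps actives, possibly toxicity-flagged; inactive means the rest, including those meeting only one limit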;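 further: in these data hits start at about 27%; measured in HUVEC primary endothelial cells; signal is the percent of cells scored E-selectin positive by PE staining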
Target sequence (P16581 whole entry, looked up): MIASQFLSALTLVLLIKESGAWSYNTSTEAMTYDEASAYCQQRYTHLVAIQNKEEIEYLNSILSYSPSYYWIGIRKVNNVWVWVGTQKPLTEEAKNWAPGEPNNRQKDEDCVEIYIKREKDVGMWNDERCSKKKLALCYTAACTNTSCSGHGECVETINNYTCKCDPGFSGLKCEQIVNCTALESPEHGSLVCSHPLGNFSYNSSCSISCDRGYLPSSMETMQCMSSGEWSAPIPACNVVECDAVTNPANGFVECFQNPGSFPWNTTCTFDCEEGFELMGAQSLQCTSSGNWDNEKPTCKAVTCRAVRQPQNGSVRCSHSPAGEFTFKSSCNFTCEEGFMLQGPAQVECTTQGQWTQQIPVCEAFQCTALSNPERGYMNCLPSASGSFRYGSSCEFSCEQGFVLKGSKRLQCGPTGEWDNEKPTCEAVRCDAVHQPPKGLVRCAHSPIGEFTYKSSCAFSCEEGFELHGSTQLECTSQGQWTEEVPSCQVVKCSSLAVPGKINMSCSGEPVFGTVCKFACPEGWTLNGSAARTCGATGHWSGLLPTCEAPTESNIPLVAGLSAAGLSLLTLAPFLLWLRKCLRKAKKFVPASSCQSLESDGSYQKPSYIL
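Material: HUVEC primary endothelial cells; Amount: 3,000 cells per well; Dosing: single concentration; Medium: EGM-2 growth medium on 0.1% gelatin-coated wells; Read-out basis: percent E-selectin-positive cells; Signal: immunofluorescence imaging; Control set: TNF-alpha, DMSO.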
PglD DTNB: C. jejuni PglD acetyltransferase inhibitors, primary screen, biochemical, DTNB colorimetric, single point. inhibition, % at 12.5 µM. purified PglD enzyme, DTNB colorimetric CoA detection. AID 602405, 2012. 360,000 tested, 0.098% active. UDP-N-acetylbacillosamine N-acetyltransferase PglD (Campylobacter jejuni); in the data active means inhibition above about 16%, passing the limit was not always enough; inconclusive means no clear call, values can overlap the other calls; further: strong numbers were not always called active
SIRT5 block: SIRT5 desuccinylase inhibitors, primary screen, biochemical, fluorescence imaging, single point, set 5; Purified SirT5, succinyl-peptide AMC, trypsin-coupled fluorescence; inhibition, % at 15 µM; 330,000 tested, 1.1% active; AID 652115, 2013; in the data active means inhibition above about 15%; inconclusive means no clear call, values can overlap the other calls
ERp5 block: inhibitors of ERp5-driven insulin aggregation, primary screen, biochemical, turbidity, absorbance 650 nm, single point; Protein disulfide-isomerase A6 (Homo sapiens), Q15084; 90 min; inhibition, % at 9.99 µM; 350,000 tested, 0.05% active; AID 651711, 2012;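 active means mean replicate inhibition above about 25%, with every replicate also reaching it, limit read from the data, passing the limit was not always enough; inconclusive means only one of those two criteria met; inactive means neither criterion met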
Target sequence (Q15084 whole entry, looked up): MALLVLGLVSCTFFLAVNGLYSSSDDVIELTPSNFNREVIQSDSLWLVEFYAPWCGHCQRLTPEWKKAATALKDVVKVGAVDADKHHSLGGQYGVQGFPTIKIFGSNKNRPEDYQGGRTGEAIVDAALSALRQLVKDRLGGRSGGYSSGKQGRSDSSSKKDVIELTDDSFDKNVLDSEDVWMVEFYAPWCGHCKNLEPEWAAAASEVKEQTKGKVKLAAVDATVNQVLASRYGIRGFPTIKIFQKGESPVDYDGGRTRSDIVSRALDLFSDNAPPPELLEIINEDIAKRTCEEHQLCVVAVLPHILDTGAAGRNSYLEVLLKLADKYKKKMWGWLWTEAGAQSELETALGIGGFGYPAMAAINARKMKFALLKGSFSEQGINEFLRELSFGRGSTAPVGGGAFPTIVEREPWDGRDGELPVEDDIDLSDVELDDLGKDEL
S100A4 MyoIIA: inhibitors of S100A4-myosin IIA peptide binding, primary screen, biochemical, fluorescence polarization, TAMRA-MyoIIA peptide; AID 652163, 2013; inhibition, % at 10.7 µM; Protein S100-A4 (Homo sapiens), P26447; 360,000 tested, 0.14% active;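 active means mean inhibition of at least 70% across replicates, with every replicate also reaching that level; inconclusive means mean inhibition reaches 70% but some replicates fall short; inactive means mean inhibition below 70%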
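System – human S100A4 monomer protein, biochemical binding assay · Buffer or medium – Calcium-containing HEPES buffer, pH 7.2 · Timing – 5 min between mix addition and reading · Also added – TAMRA-labelled myosin IIA heavy-chain peptide probe, 5 nM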
DENV2 CPE: inhibitors of DENV2 cytopathic effect, primary screen, cell-based, plate reader, single concentration | DENV2-infected cells, cytopathic effect rescue | CPE inhibition, % at 9.99 µM | 350,000 tested, 1.7% active; in the data active means CPE inhibition above about 20%, passing the limit was not always enough; inconclusive means no clear call, values can overlap the other calls; tested in BHK-21 cells;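 further: 0% = median of neutral control wells and 100% = median of positive control wells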
Statin myotox sup: suppressors of statin myotoxicity in C2C12 myotubes, primary screen, cell-based, single point, plate reader; C2C12 myotubes + simvastatin, ATP luminescence, 48 h; scaled: DMSO 0, geranylgeraniol control 100; AID 602340, 2012; rescue of ATP level, % at 7.49 µM; 330,000 tested, 0.78% active;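 active means mean ATP rescue above about 67%, or every replicate alone reaching that limit, limit read from the data, passing the limit was not always enough; inconclusive means no clear call, values can overlap the other calls; inactive means mean under the limit and some replicate under it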;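 further: myotubes were challenged with 10 µM simvastatin during compound exposure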
Starred values were filed as active, the others as inactive; ? = inconclusive; / = no result given; & = joins results of further samples.

SMILES | E-sel inducer | PglD DTNB | SIRT5 block | ERp5 block | S100A4 MyoIIA | DENV2 CPE | Statin myotox sup
Cc1ccc(NC(=O)CN2C(=O)NC(Cc3c[nH]c4ccccc34)C2=O)cc1 (centres undefined) | / | -4 | -2 | -5 | -4 | 0 | 6
Cc1ccc(-c2nc(CN3CCCCC3)cc(CN3CCCCC3)c2O)cc1 | / | / | -10 | 2 | 4 | 11 | /
O=S(=O)(Nc1nccs1)c1ccc(NS(=O)(=O)c2c(F)cc(F)c(Cl)c2F)cc1 | -0.2 | -3 | / | -3 | 0 | 7 | 1
Cc1ccccc1C(=O)NC1CCN(CC(=O)NCc2ccccc2)CC1 | 24 | -5 | 0 | 4 | -1 | -4 | 5
COc1ccc(Br)cc1CN1CCN(C(=O)c2ccc(OC)c(OC)c2)CC1 | / | / | -5 | -6 | -7 | 6 | -4
CC(=O)N1N=C(c2cccc([N+](=O)[O-])c2)OC1c1cccc(Br)c1 (centres undefined) | -1.9 | 3 | -6 | 0 | 1 | -6 | 6
O=C(Nc1ccc(C(F)(F)F)cc1)N1CCN(c2ccnc3cc(Cl)ccc23)CC1 | 0.4 | -5 | -4 | 2 | -9 | -6 | /
COc1ccc(C)c(S(=O)(=O)Nc2ccc(OCC(=O)O)cc2)c1 | 0.0 | 2 | / | 2 | 6 | 19 | -4
CCCC1CCC(c2ccc(OCC)cc2)=CC1=O (centres undefined) | / | 1 | -2 | 2 | 1 | 3 | -16
CCc1cc2c(nc1CC)CCCN2S(=O)(=O)c1cccs1 | 1.1 | / | / | -2 | 0 | -2 | /
Cc1c(C(=O)N2CCC3(CC2)CC(=O)c2ccccc2O3)cccc1[N+](=O)[O-] | / | -5 | -2 | 2 | 0 | 20 | 7
CC12CCC(=O)N1C(C(=O)N1CCN(S(=O)(=O)c3ccc(F)c(F)c3)CC1)CS2 (centres undefined) | 0.4 | / | 1 | -4 | 16 | 19 | /
Cc1nc(C2COc3ccccc3O2)sc1C(=O)O (centres undefined) | -0.1 | / | -2 | 4 | -4 | 3 | -10
Cc1ccc(NS(=O)(=O)c2ccc(C)c(C(=O)NCC(c3ccccc3)N(C)C)c2)cc1 (centres undefined) | 0.6 | -3 | 5 | 3 | -2 | 5 | -9
COC(=O)c1ccc(-c2noc(CN(Cc3nccn3C)C(C)C)n2)cc1 | / | -4 | -2 | 4 | -10 | -7 | 0
COc1ccc(C(O)(C(C)C)C(CN2CCOCC2)c2ccc(Cl)cc2)cc1 (centres undefined) | / | 4 | -4 | 3 | 2 | 3 | 20
O=C(Nc1ccc(F)c(Cl)c1)c1cc(C2CCCCN2C(=O)C2CC2)on1 (centres undefined) | 0.2 | -1 | / | 4 | 1 | -5 | 2
CC(=O)Nc1cccc(-c2cc(NC(C)=O)c3ncc(-c4cccc(C(C)=O)c4)n3c2)c1 | 1.2 | -1 | / | 4 | 5 | 2 | 13
CCN(C[C@@H]1[C@@H](c2ccccc2)[C@@H](CO)N1C(C)=O)C(=O)c1ccccn1 | -0.1 | -3 | 9 | -3 | 10 | 7 | -5
COc1cc2c(cc1NC(=S)NC(=O)c1c(OC)cccc1OC)oc1ccccc12 | / | / | -4 | 0 | 3 | 4 | /
CC1C=NC(S(=O)(=O)N2CC[C@H]3[C@@H](CO)N(C)c4ccc(C#Cc5cccnc5)cc4[C@H]32)=N1 (some centres undefined) | 0.0 | -4 | / | / | / | 5 | 7
COc1ccc(C(=O)Nc2nc3ccccc3s2)c(OC)c1 | 1.4 | -2 | -4 | -5 | 2 | 13 | -211
Cc1noc(C)c1S(=O)(=O)N(C)C[C@@H]1OCCCC[C@@H](C)Oc2ccc(NC(=O)Nc3ccccc3)cc2C(=O)N([C@H](C)CO)C[C@@H]1C | -0.1 | 0 | / | 4 | 5 | 3 | /
C[C@H](CO)N1C[C@H](C)[C@H](CN(C)C(=O)NC2CCCCC2)Oc2c(NC(=O)Nc3ccc(F)cc3)cccc2C1=O | -5.5 | 3 | -2 | 5 | 15 | 8 | 3

Taken from above:
Under E-sel inducer, COc1ccc(C(=O)Nc2nc3ccccc3s2)c(OC)c1 has 1.4
Under PglD DTNB, Cc1noc(C)c1S(=O)(=O)N(C)C[C@@H]1OCCCC[C@@H](C)Oc2ccc(NC(=O)Nc3ccccc3)cc2C(=O)N([C@H](C)CO)C[C@@H]1C has 0
Under Statin myotox sup, Cc1nc(C2COc3ccccc3O2)sc1C(=O)O (centres undefined) has -10
Under ERp5 block, COc1cc2c(cc1NC(=S)NC(=O)c1c(OC)cccc1OC)oc1ccccc12 has 0
Under PglD DTNB, Cc1ccc(NS(=O)(=O)c2ccc(C)c(C(=O)NCC(c3ccccc3)N(C)C)c2)cc1 (centres undefined) has -3

(more compounds)
SMILES | E-sel inducer | PglD DTNB | SIRT5 block | ERp5 block | S100A4 MyoIIA | DENV2 CPE | Statin myotox sup
COc1ccc(C(=O)NC2CCCc3ccccc32)cc1[N+](=O)[O-] (centres undefined) | 0.9 | -1 | -2 | 1 | 2 | 4 | -7
COC(=O)[C@H](Cc1ccccc1)NC(=O)c1ccc2ccccc2n1 | -0.1 | -5 | -4 | 1 | 1 | -1 | 0
CC(C)(Oc1ccc(Cl)cc1)C(=O)NCCCn1ccnc1 | / | 2 | -2 | 3 | 2 | / | -18
COCc1ccc(CN2CCCC(C(=O)Nc3ccc(-c4cccc(OC)c4)cc3)C2)o1 (centres undefined) | / | 0 | -1 | 3 | -5 | 6 | -1
COc1ccc(/C=C/c2nc(S(=O)(=O)c3ccccc3)c(NCCCN(C)C)o2)cc1OC | / | -1 | -3 | 5 | -13 | -3 | 13
COc1ccc(NC(=O)N2C3CCCC2CC(NC(=O)C2CC2)C3)cc1 (centres undefined) | / | -2 | 1 | 0 | -1 | -4 | -2
c1ccc(-c2cn3c(n2)-c2ccccc2C3)cc1 | -0.4 | 3 | -4 | -3 | -4 | -12 | /
O=C(CNS(=O)(=O)c1ccccc1)Nc1cccc([N+](=O)[O-])c1 | / | / | -2 | 1 | 0 | / | /
COc1cccc(NC(=O)N[C@@H]2C=C[C@H](CC(=O)NCc3ccncn3)O[C@H]2CO)c1 | -0.1 | 6 | 0 | 4 | 4 | 1 | -12
Nc1ccc2ccc(NS(=O)(=O)N3CCCCC3)cc2c1 | 2.5 | / | / | 2 | 18 | 1 | /
Oc1ccc(C=NCCc2ccccc2)cc1 | 0.2 | -6 | 6 | 4 | -22 | -4 | 2
CCCC#Cc1cnc2c(c1)C(=O)N([C@@H](C)CO)C[C@H](C)[C@@H](CN(C)C(=O)c1ccc(F)cc1)O2 | -0.1 | 3 | 2 | -2 | -8 | -6 | -3
N[C@@H]1CC[C@H](CCn2cc(C3CC3)nn2)O[C@@H]1CO | -0.7 | / | -1 | 2 | 6 | -2 | /
c1ccc(OCc2nnc3n2CCCCC3)cc1 | -0.2 | 4 | -1 | 3 | -13 | 1 | 16
CCCNC(=O)C[C@H]1CC[C@@H]2[C@H](COC[C@@H](O)CN2C(=O)Nc2ccc3c(c2)OCO3)O1 | 0.0 | 0 | -3 | 3 | -13 | -10 | -22
CCOC(=O)c1ccccc1NC(=O)CN1CCC(n2nnc3cc(F)ccc32)CC1 | 0.0 | 3 | -5 | -1 | 7 | 5 | -8
C[C@H]1CN([C@@H](C)CO)S(=O)(=O)c2ccc(C#Cc3ccccn3)cc2O[C@@H]1CN(C)C(=O)C1CC1 | -0.1 | 3 | 2&1 | 3&14 | -2&3 | -13&-4 | 2&-1
Cc1ccc2ncnc(-c3ccccc3)c2c1 | 0.2 | 0 | -1 | 4 | -5 | 9 | -30
CCC(=O)N1CC2(C1)[C@@H](c1ccccc1)[C@H](CO)N2C(=O)NC(C)C | -0.1 | / | 4 | -1 | -1 | 0 | /
CCCc1cc(=O)oc2cc(C)cc(OCC(=O)Nc3ccc(S(N)(=O)=O)cc3)c12 | / | -1 | -3 | 7 | -6 | -2 | -45
CCNc1nc(NCC)nc(OCCOC(=O)Nc2ccccc2)n1 | 0.0 | -1 | -2 | -5 | 11 | ? | -2
O=C(COc1coc(CN2CCCc3ccccc32)cc1=O)Nc1ccc([N+](=O)[O-])cc1 | -0.1 | 3 | 0 | 1 | -7 | -9 | 2
Cc1noc(C)c1S(=O)(=O)N(C)C[C@@H]1OCCCC[C@@H](C)Oc2ccc(NC(=O)NC(C)C)cc2C(=O)N([C@H](C)CO)C[C@@H]1C | / | -2 | -1 | 0 | -2 | -10 | /
C[C@@H]1CN([C@H](C)CO)C(=O)Cc2cc(NC(=O)Cc3cn(C)c4ccccc34)ccc2O[C@@H]1CN(C)C | -0.1 | 2 | 26* | 5 | 14 | 1 | 3
COc1cccc(-c2coc3c(C)c4oc(=O)c(CCC(=O)O)c(C)c4cc23)c1 | -0.2 | 5 | 14 | 1 | -1 | 16 | 4
C[C@H](CO)N1C[C@H](C)[C@H](CN(C)C(=O)Nc2ccccc2)Oc2ccc(NC(=O)Nc3ccccc3)cc2C1=O | 0.2 | -5 | -4 | 2 | 0 | -10 | -16
CCCc1cc(=O)n2[nH]c(CCc3ccccc3)nc2n1 | 0.9 | -8 | / | / | / | / | 3
CCOC(=O)c1cccnc1NC(=O)c1ccncc1 | -0.9 | 5 | 4 | -1 | 1 | 5 | -4
COCC(=O)N(C)C[C@H]1Oc2ncc(C3=CCCCC3)cc2C(=O)N([C@H](C)CO)C[C@H]1C | -1.2 | -2 | -1 | 0 | 6 | -7 | 19
CC(C)NC(=O)Nc1ccc2c(c1)C(=O)N(C)[C@H]1CC[C@H](CC(=O)Nc3ccccc3)O[C@@H]1CO2 | 0.1 | 3 | -1 | 4 | 12 | -5 | 13
C=CC(c1ccccc1)C(C(=O)c1ccccc1)N(C)C (centres undefined) | -1.2 | 4 | -1 | -5 | -25 | 2 | 7
COc1ccccc1NC(=O)N1C2CCCC1CC(NC(=O)c1ccccc1)C2 (centres undefined) | / | / | -5 | -3 | 5 | 4 | /
CCc1nc2ccccc2[nH]1 | / | 1 | -3 | 3 | 3 | -2 | 12

Ordered by formula weight (highest first): 3 of the compounds above
SMILES | E-sel inducer | PglD DTNB | SIRT5 block | ERp5 block | S100A4 MyoIIA | DENV2 CPE | Statin myotox sup
CC(C)NC(=O)Nc1ccc2c(c1)C(=O)N(C)[C@H]1CC[C@H](CC(=O)Nc3ccccc3)O[C@@H]1CO2 | 0.1 | 3 | -1 | 4 | 12 | -5 | 13
CCOC(=O)c1cccnc1NC(=O)c1ccncc1 | -0.9 | 5 | 4 | -1 | 1 | 5 | -4
CCc1nc2ccccc2[nH]1 | / | 1 | -3 | 3 | 3 | -2 | 12

This is a subset; rates above refer to the full screens.
